Compound activity from PubChem.
Rab9 prom act: activates the Rab9 promoter; Huh7 Rab9 promoter-luciferase reporter, luminescence, 24 h; Potency, µM (titrated, usually from 9.22 µM), for inactives: at the highest dose activation, negative = inhibition, most hits filed as activators; 2.8% of 320,000 active; AID 485297; also: potency is read from the fitted curve at half-maximal effect; % of control where 0% means no effect; nearly all actives have a fitted effect of over 60% in size
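Luminescence read-out: Huh7 cells stably expressing Rab9-luciferase, treated 24 h with compound at 37 °C, then lysed with luciferase reagent for 10 min at ambient before reading.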
Tb PFK block: inhibitors of T. brucei phosphofructokinase. O15648. T. brucei PFK, ADP-Glo luminescence. Potency, µM (titrated, usually from 57.5 µM), for the others: top-dose activity, negative = inhibition, most hits filed as inhibitors. 0.17% of 330,000 active;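 also: potency is read from the fitted curve at half-maximal effect; 0% = uninhibited 1x PFK enzyme wells and -100% = no-enzyme wells; nearly all actives have a fitted effect of over 60% in size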
Target sequence (O15648 whole entry, looked up): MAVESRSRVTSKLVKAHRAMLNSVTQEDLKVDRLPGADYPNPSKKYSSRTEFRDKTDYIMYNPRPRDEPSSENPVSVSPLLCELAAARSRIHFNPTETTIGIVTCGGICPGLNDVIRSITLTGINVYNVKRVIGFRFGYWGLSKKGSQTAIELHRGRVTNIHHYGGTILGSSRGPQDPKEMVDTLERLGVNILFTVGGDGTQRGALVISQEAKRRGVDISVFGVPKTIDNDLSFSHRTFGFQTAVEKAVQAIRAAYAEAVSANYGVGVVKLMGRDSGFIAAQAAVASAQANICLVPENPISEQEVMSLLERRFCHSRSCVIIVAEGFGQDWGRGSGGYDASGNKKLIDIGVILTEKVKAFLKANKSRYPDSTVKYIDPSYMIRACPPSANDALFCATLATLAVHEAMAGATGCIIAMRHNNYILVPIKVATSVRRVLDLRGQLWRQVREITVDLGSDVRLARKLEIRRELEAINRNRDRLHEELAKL
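Activity is normalized to no-enzyme wells (full inhibition) and 1.25 nM enzyme wells (no inhibition). Reaction: 0.5 mM F6P, 0.1 mM ATP, 45 min RT, ADP-Glo luminescence; concentration-response curves fitted and classed by quality.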
Gal4-VP16 FLuc: counter-screen for ROR gamma inhibitors: Gal4-VP16 reporter; Drosophila S2 Gal4-VP16 UAS-luciferase, luminescence, 20 h; Potency, µM (doses to about 53.6 µM), for inactives: at the highest dose activity, negative = inhibition, actives largely listed as inhibitors; 3.5% of 310,000 active; AID 2546;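 also: Gal4-VP16 expression switched on by copper sulfate through the metallothionein promoter; potency is read from the fitted curve at half-maximal effect; % is scaled to controls: 0 for no effect and ±100 for the full control effect; nearly all actives have a fitted effect of over 50% in size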
ELG1 genotox: genotoxicity induction in ELG1-luciferase HEK293T cells; HEK293T ELG1-luciferase reporter, luminescence, 16 h; Potency, µM (top dose mostly 46 µM), for inactives: at the top dose activity change, positive = activation, hits mostly activators; 1.3% of 330,000 active; AID 504466; also: potency is read from the fitted curve at half-maximal effect; % of control where 0% means no effect; nearly all actives have a fitted effect of over 60% in size
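Step 1: seed 2,000 HEK293T ELG1-luciferase cells per well. Step 2: add compound or DMSO, incubate 16 hr at 37 °C. Step 3: ONE-Glo, 30 min at room temperature, read luminescence.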
RORgamma inh: inhibitors of mouse ROR gamma transcriptional activity; 5.4% of 310,000 active; Potency, µM (series often up to 53.6 µM), without a hit: at the top dose activity change, negative = inhibition, most hits filed as inhibitors; P51450; Drosophila S2 Gal4-RORgamma UAS-luciferase reporter, 20 h; also: potency is read from the fitted curve at half-maximal effect; % is scaled to controls: 0 for no effect and ±100 for the full control effect; nearly all actives have a fitted effect of over 60% in size
Target sequence (P51450 whole entry, looked up, the tested form may be a part): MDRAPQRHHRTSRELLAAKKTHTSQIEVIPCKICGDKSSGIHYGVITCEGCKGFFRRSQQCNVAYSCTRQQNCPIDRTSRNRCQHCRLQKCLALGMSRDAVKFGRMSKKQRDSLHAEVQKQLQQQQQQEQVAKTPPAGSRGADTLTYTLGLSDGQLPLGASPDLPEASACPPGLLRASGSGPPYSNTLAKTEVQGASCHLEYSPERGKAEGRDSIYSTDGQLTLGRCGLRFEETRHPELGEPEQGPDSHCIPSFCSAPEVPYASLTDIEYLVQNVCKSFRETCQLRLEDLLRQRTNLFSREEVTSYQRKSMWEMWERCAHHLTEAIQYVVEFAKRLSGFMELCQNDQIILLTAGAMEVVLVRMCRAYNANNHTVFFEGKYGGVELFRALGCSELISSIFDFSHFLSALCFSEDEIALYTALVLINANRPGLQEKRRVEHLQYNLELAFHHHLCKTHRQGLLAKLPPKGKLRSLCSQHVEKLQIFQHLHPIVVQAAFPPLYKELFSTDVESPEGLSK
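ROR gamma transcriptional activity was tracked as Gal4-UAS luciferase output in stably transfected Drosophila Schneider cells, with compound added 1 hr before 700 uM copper sulfate induction and a 20 hr ambient-temperature incubation.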
KCNH2 3.1 block: KCNH2 3.1 (human) potassium channel inhibition; U2OS KCNH2 3.1, thallium flux FluxOr; active compounds read low; activity change, % (tested at about 1.8 µM); 0.95% of 340,000 active;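 active = maximum activity change below -70%; inconclusive = maximum activity change from -70% to -50%; inactive = maximum activity change above -50%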;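 also: thallium influx rate constant from kinetic fluorescence after stimulation buffer; % is scaled to controls: 0 for no effect and ±100 for the full control effect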
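Channel expression came from 3.1 mutant virus (1.77 x 10^8 /mL) applied to suspended U2OS cells for 4 h. Flux was tracked with FluxOr dye plus Red40 quencher, and kinetic rate constants normalized to controls.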
uPA generation: inhibitors of cell surface uPA generation. 0.31% of 330,000 active. AID 540303. cell surface uPA generation assay, qHTS. Potency, µM (titrated, usually from 38.3 µM), for the others: at the top dose activity change, negative = inhibition, actives largely listed as inhibitors; active = well fitted inhibition curve with a large enough effect; inconclusive = small, poorly fitted or top-dose-only effect; inactive = no such curve, though single readings can be large or run the other way; tested in mouse RAW 264.7 cells; also: potency is read from the fitted curve at half-maximal effect; % is scaled to controls: 0 for no effect and ±100 for the full control effect; nearly all actives have a fitted effect of over 55% in size
NPC1 prom act: NPC1 promoter activation. Huh7 NPC1 promoter luciferase reporter, 24 h. Potency, µM (highest dose often 9.22 µM), without a hit: top-dose activation, actives largely listed as activators. 2.4% of 320,000 active. AID 485313;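 also: potency is read from the fitted curve at half-maximal effect; % of control where 0% means no effect; nearly all actives have a fitted effect of over 60% in size; reporter is driven by a mutant NPC1 promoter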
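Luminescence read-out of NPC1 promoter-driven luciferase in stably transfected Huh7 cells; compounds delivered in DMSO and left 24 h at 37C, 5% CO2, qHTS titration format.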
FLuc modulator: firefly luciferase modulation, counter-screen for miR-21 project; P08659; purified FLuc, Km substrates, luminescence inhibition; Potency, µM (series often up to 57.5 µM), without a hit: at the top dose activity change, negative = inhibition, hits mostly inhibitors; 6.9% of 360,000 active; AID 588342;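 also: potency is read from the fitted curve at half-maximal effect; plate controls were vehicle for no effect and reference inhibitor for full effect; nearly all actives have a fitted effect of over 55% in size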
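Purified P. pyralis luciferase, 10 nM final, with Km-level 10 uM D-luciferin and 10 uM ATP in 50 mM Tris acetate pH 7.5, 10 mM Mg acetate, 0.01% Tween-20, 0.05% BSA; 6-point qHTS titration about 60 µM downward; luminescence read.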
FBPA coupling cs: inhibits coupling enzyme system, counter-screen for aldolase hits | coupling enzyme system counterscreen, AmpLite Red fluorescence | activity change, negative = inhibition, % at 58.2 µM, hits read low | 0.67% of 290,000 active | AID 2472; in the data active = activity change below about -30%; also: % is scaled to controls: 0 for no effect and ±100 for the full control effect
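Fluorescence at 525 nm excitation and 598 nm emission measured inhibition of the coupled detection system without aldolase. Compounds (at 57.5 uM final) were preincubated 10 min at room temperature with coupling enzyme reagent before a 20 min substrate/AmpLite Red step.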
Giardia killer: Giardia lamblia killing; Giardia lamblia trophozoite viability; activity change, % at 7.66 µM, hits read low; 0.15% of 340,000 active; AID 540267; in the data active = activity change below about -80%; inconclusive = between about -30% and that limit;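 also: parasites exposed to compound for two days anaerobically before the ATP read; % is scaled to controls: 0 for no effect and ±100 for the full control effect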
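Giardia lamblia trophozoites (100 cells/well) were incubated with compounds for 48 h at 37 deg C under anaerobic conditions. Viability was read as ATP content by one-step luminescence after 15-30 min at room temperature.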
* marks the source's active call; other numbers are inactive results; ? = inconclusive; / = no result given; & = joins results of further samples; [ ] = dose if it differs, or a comment. Unless noted, calls follow the shape of the dose curve; as a rule, active = well fitted curve in the direction sought with a large enough effect; inconclusive = small, poorly fitted or top-dose-only effect, or another doubt; inactive = no such curve, though single readings can be large; an effect the other way counts as inactive or inconclusive.

SMILES	Rab9 prom act	Tb PFK block	Gal4-VP16 FLuc	ELG1 genotox	RORgamma inh	KCNH2 3.1 block	uPA generation	NPC1 prom act	FLuc modulator	FBPA coupling cs	Giardia killer
Cn1nc(-c2ccc(Cl)cc2)c2cc(C(=O)NCC3CCCO3)sc21 (stereo unspecified)	0%	-3%	-9%	-6%	-19%	17	-4%	-12%	-2%	0	26
CC(C)c1nnc(SCc2ccc(CSc3nnc(C(C)C)n3N)cc2)n1N	/	/	-1%	/	-16%	3	4%	/	0%	6	10
Cc1cccnc1NC(=O)c1ccc2c(c1)NC(=O)C(C)S2 (stereo unspecified)	2%	0%	/	?	/	2	2%	9%	17µM*	/	13
CC(C)c1ccc(NC(=O)c2cc([N+](=O)[O-])ccc2N2CCOCC2)cc1	-4%	1%	-6%	-3%	37%	1	0%	?	-1%	/	1
C=CCN1C(=O)c2ccc(C(=O)N(C)CC(=O)Nc3cccc(F)c3)cc2C1=O	-6%	8%	2%	6%	18%	4	-3%	2%	1%	/	6
O=C(c1cccs1)N(Cc1ccco1)c1nc(-c2ccc(F)cc2)cs1	-3%	-1%	-24%	-6%	?	-36	2%	0%	3%	-4	5
CCC(Oc1ccccc1)C(=O)NC1CCCCCC1 (stereo unspecified)	-1%	0%	/	-2%	/	1	-2%	7%	0%	-3	-3
CN(Cc1ccccc1)c1oc(-c2ccco2)nc1C#N	2%	-2%	13%	4%	-7%	18	2%	0%	4%	0	-1
CCc1nnc(NC(=O)CCc2c[nH]c3ccccc23)s1	-3%	-1%	3%	-6%	19%	9	7%	1%	0%	1	-25
O=C(O)COc1ccc(Br)cc1/C=N/O	6%	-10%	-1%	4%	-38%	-1	4%	2%	0%	28	4
Cc1ccc(C(C(=O)NC2CCCCC2)N(Cc2cccnc2)C(=O)C2COc3ccccc3O2)o1 (stereo unspecified)	1.3µM*	5%	-15%	-6%	-10%	-3	6%	?	9%	3	-4
Cc1cnc(NC(=O)c2sc3ccccc3c2Cl)s1	?	-5%	5µM*	0.65µM*	2µM*	-9	-6%	?	0.3µM*	-3	?
Cc1ccc(/C=C/C(=O)Nc2ccc([N+](=O)[O-])cc2)o1	?	-12%	-21%	-2%	9%	-34	1%	23%	-27%	-5	2
CCCCn1c(=O)c(C(C)=O)c(O)c2ccccc21	3%	-2%	-3%	1%	?	-2	-8%	-3%	-9%	1	5
N/C(Cc1ccc([N+](=O)[O-])cc1)=N\OC(=O)c1cccc(Br)c1	21%	-6%	-11%[10 µM]	-6%	-31%	0	9%	5%	-1%	0	?
O=C(N/N=C/c1c[nH]c2ccc(Br)cc12)c1ccccn1	0%	0%	-2%	2%	2%	-3	1%	1%	?	-5	-6
Cc1cc(C)cc(C(=O)NCCn2cc(SCC(=O)N3CCOCC3)c3ccccc32)c1	1%	4%	-1%	-21%	45%	-1	0%	0%	1%	2	16
O=C(Oc1ccccc1-c1nnco1)c1ccccc1	/	/	?	/	-27%	13	4%	/	-13%	1	-26
Cn1c(=O)oc2cc(S(=O)(=O)Nc3cccc(C(=O)O)c3)ccc21	0%	21%	2%	2%	-10%	3	2%	-2%	1%	14	-7
C=CCn1c(-c2cc(-c3ccc(C)cc3)nc3ccccc23)n[nH]c1=S	-4%	1%	10µM*	-7%	0.89µM*	-4	-6%	-1%	11µM*	-1	6
CCCOc1ccc(C(=O)C(CCC(CNCC)C(=O)c2ccc(OCCC)cc2)CNCC)cc1 (stereo unspecified)	-12%	-2%	?	-10%	16µM*	8	?	0%	7%	3	-3
CCCCN(CC)CCCNC(=O)c1cn(CC)c2ccc(S(=O)(=O)N3CCc4ccccc4C3)cc2c1=O	-3%	-5%	-1%	-2%	6%	-20	/	0%	0%&-1%	0	1
CC(C)(C)c1ccc(C(=O)C2CCCN(C(=O)c3ccccn3)C2)cc1 (stereo unspecified)	-10%	0%	14µM*	16%	-41%	-8	-25%	2%	-11%	1	-2
Cn1cnnc1Sc1ccc(/C=C(\CC(=O)O)c2nc3ccccc3s2)cc1[N+](=O)[O-]	1%	6%	-1%	1%	10%	-3	3%	-2%	-16%	7	-1
COc1ccc(C2(CNC(=O)CCC(=O)O)CCCC2)cc1	-4%	0%	1%	-8%	-6%	4	-3%	-2%	-1%	3	7
CCOP1(=O)OCC2OC(n3cnc4c(N)ncnc43)C(O)C2O1 (stereo unspecified)	0%	4%	3%	4%	0%	5	7%	0%	-1%	-1	3
Cc1c(CN2CCCCC2C)c(=O)n(-c2ccccc2)n1C (stereo unspecified)	0%	-1%	0%	-2%	-16%	1	7%	-2%	-2%[2.3 µM]	1	-5
N/C(Cc1nc2ccccc2s1)=N\O	8%	3%	-1%	1%	?	-12	-8%	4%	-17%	4	-10
COc1ccc(NC(=O)CCS(=O)(=O)c2ccc3c(c2)CCCN3C(C)=O)cc1	4%	-2%	2%	-2%	9%	22	-1%	0%	11%	2	-7
Cc1ccc(OCCCCn2ccnc2)c([N+](=O)[O-])c1	0%	-14%	-4%	-4%	2%	-11	-7%	2%	?	6	?

Individual results from the entries so far:
`Cn1cnnc1Sc1ccc(/C=C(\CC(=O)O)c2nc3ccccc3s2)cc1[N+](=O)[O-]` – RORgamma inh: 10%
`CCOP1(=O)OCC2OC(n3cnc4c(N)ncnc43)C(O)C2O1` (stereo unspecified) – RORgamma inh: 0%

The list goes on.
SMILES	Rab9 prom act	Tb PFK block	Gal4-VP16 FLuc	ELG1 genotox	RORgamma inh	KCNH2 3.1 block	uPA generation	NPC1 prom act	FLuc modulator	FBPA coupling cs	Giardia killer
O=C1CC(N2CCOCC2)C(=O)N1CCN1C(=O)CC(N2CCOCC2)C1=O (stereo unspecified)	-4%	-4%	9%	-3%	1%	-1	0%	-3%	1%	1	-6
CN(C)S(=O)(=O)c1cccc(NC(=O)COC(=O)C2(c3ccccc3F)CCCC2)c1	-2%	-2%	?	-16%	40%	3	16%	0%	4%	4	15
COC(=O)c1cc(S(=O)(=O)N2CCN(c3ccc(C(C)=O)cc3)CC2)cn1C	1%	1%	-3%	4%	-7%	-21	-22%	1%	-6%	/	12
O=C(NCC1CCCO1)c1onc(CSc2ccc(F)c(F)c2)c1C(=O)O (stereo unspecified)	-2%	-2%	-3%	1%	-12%	10	2%	0%	-13%	12	12
Cc1ccsc1/C=N/NC(=O)Cc1cccn1C	-7%	0%	-12%	0%	-32%	8	3%	0%	-15%	0	-3
COc1ccc(C(=O)Cn2nnc(-c3ccccc3NC(=O)c3ccco3)n2)cc1	1%	-4%	-6%	-11%	-9%	-7	0%	-1%	1%	2	-24
O=C(COC(=O)C1CCN(c2ccc(C(F)(F)F)cn2)CC1)c1ccccc1Cl	-3%	3%	/	1%	/	-10	1%	-6%	4%	/	-21
CC(O)Cc1cn(CC(=O)N2CCNCC2)nn1 (stereo unspecified)	-6%	2%	-2%	2%	-11%	-23	3%	-2%	0%	6	-5
CCc1ccccc1Oc1coc2cc(O)ccc2c1=O	-8%[1.84 µM]	1%	1%	4%	18%	-7	12%	-6%	-2%	1	-5
COCc1ccc(C(=O)NC2CCSc3ccccc32)cc1 (stereo unspecified)	20%	2%	28%	8%	20%	-7	-1%	-2%	-4%	0	2
COc1ccc(C)cc1S(=O)(=O)N1CCCCCC1	-3%	1%	-2%	-1%	-22%	7	-2%	-10%	-2%	-1	-22
O=C(c1ccc(NC(=S)NCc2ccc(Cl)cc2)cc1)N1CCCCC1	-4%	-6%	-16%	-5%	-1%	-8	-5%	3%	-4%	1	9
Cc1cccc(NC(=O)CCN2C(=O)c3ccccc3C2=O)n1	-1%	7%	-7%	2%	33%	10	5%	7%	1%	1	4
CCCCSCCCNC(=O)CS(=O)Cc1nc(-c2cccc(C)c2)oc1C (stereo unspecified)	-6%	-7%	/	0%	-19%[0.365 µM]	/	-1%	1%	-2%	6	-12
Cc1ccc(S(=O)(=O)N2CCN(C(=O)CCC(=O)NCCc3ccc(F)cc3)CC2)cc1	3%	5%	0%	-3%	31%	-28	6%	-2%	1%	0	-6
COc1ccc(NS(=O)(=O)c2ccc3nc(COc4ccc5ccccc5c4)[nH]c3c2)cc1	2%	-1%	-18%	-6%	-13%	11	-3%	0%	-7%	2	2
Cc1cc(C)cc(NC(=S)N2CCN(c3ccccn3)CC2)c1	1%	2%	?	-13%	16µM*	1	-1%	-3%	0%	-2	-12
CC(=O)Nc1ccc(NC(=O)CNC(=O)c2cccc(C)c2)cc1	-1%	0%	-1%	7%	1%	-27	0%	-3%	-3%	3	-11
COc1ccc(-n2ncc3c2CC(C)(C)CC3NC(=O)c2cn[nH]c2)cc1 (stereo unspecified)	3%	4%	2%	6%	3%	5	1%	-5%	1%	/	11
